PI4K2A block: PI4K2A (human) kinase inhibition; Q9BTU6; purified PI4K2A, ADP-Glo luminescence, 1 h; active compounds read low; activity change, negative = inhibition, % at 76.9 µM; 420,000 tested, 0.13% active; AID 1346378; in the data active = activity change below about -50%; inconclusive = mostly about -30% to -49%;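 also: -100% = wells without enzyme as full effect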
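ADP-Glo luminescence measured ADP generated by PI4K2A enzyme (4 ug/mL before mixing) with 1.2 mM PI substrate (pre-mix) and 300 microM ATP (pre-mix). Tris pH7.5 buffer with MgCl2, Triton X-100; 1 h reaction at ambient temperature.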
TrxR1 substrate: rat thioredoxin reductase 1 substrate activity | O89049 | purified TrxR1 substrate turnover, NADPH consumption readout | Potency, µM (top dose mostly 114 µM), inactives show at the top dose activity change, negative = substrate turnover | 390,000 tested, 0.01% active; also: potency is read from the fitted curve at half-maximal effect; % is scaled to controls: 0 for no effect and ±100 for the full control effect; nearly all actives have a fitted effect of over 50% in size
Target sequence (O89049 whole entry, looked up): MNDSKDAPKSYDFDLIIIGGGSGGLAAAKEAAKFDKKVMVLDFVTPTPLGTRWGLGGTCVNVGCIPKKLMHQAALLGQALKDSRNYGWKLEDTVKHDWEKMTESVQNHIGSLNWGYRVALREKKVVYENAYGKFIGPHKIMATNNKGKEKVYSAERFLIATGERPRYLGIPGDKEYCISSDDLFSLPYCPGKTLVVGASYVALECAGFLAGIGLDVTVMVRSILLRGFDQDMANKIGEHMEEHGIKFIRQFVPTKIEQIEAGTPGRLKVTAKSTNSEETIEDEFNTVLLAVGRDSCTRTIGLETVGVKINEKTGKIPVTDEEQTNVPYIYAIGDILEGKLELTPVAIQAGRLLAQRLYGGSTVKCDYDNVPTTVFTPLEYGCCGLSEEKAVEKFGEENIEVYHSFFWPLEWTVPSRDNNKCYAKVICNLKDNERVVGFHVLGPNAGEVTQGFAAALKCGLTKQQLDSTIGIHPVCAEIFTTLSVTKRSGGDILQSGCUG
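Rat TrxR1, dispensed at 90 nM, was prereduced with 400 uM NADPH (final) for 5 min at ~22 deg C, then incubated with compound 15 min before 400 uM selenite. A first-read NADPH fluorescence drop versus no-compound background flagged substrates.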
Vif-A3G inh: Vif-A3G binding inhibition; Q9HC16; HeLa A3G-eYFP + Vif (tagged APOBEC3G with the HIV-1 protein that degrades it), YFP fluorescence, overnight; Potency, µM (series often up to 46.1 µM), inactives show at the top dose activity, negative = active, actives largely listed as inhibitors; 410,000 tested, 0.076% active; AID 602310;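 also: potency is read from the fitted curve at half-maximal effect; % is scaled to controls: 0 for no effect and ±100 for the full control effect; nearly all actives have a fitted effect of over 60% in size; hits raise eYFP signal because A3G escapes Vif-driven loss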
Target sequence (Q9HC16 whole entry, looked up): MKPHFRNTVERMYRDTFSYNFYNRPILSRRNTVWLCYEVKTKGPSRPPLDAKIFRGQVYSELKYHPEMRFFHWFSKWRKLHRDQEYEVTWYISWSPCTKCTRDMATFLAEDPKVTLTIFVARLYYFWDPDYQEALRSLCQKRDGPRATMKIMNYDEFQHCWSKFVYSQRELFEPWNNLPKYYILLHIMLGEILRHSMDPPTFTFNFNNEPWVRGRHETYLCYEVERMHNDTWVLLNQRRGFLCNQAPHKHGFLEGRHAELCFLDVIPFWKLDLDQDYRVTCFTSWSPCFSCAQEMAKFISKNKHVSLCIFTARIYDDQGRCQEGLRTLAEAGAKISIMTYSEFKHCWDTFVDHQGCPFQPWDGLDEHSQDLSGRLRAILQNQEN
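HeLa cells stably expressing Vif and C-terminally eYFP-tagged A3G, seeded overnight at 37 deg C, then exposed to compound by pintool overnight at 37 deg C. Rise in yellow fluorescence (Ex 488/Em 500-530, Acumen) marks blocked Vif-driven A3G degradation.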
mIDH1 inhibitor: blocks human mutant IDH1 R132H enzyme; O75874; IDH1-R132H enzyme, NADPH consumption, diaphorase/resazurin fluorescence; Potency, µM (top dose mostly 76.6 µM), without a hit: at the highest dose activity change, negative = inhibition, usual class: inhibitors; 390,000 tested, 0.093% active; also: potency is read from the fitted curve at half-maximal effect; % is scaled to controls: 0 for no effect and ±100 for the full control effect; nearly all actives have a fitted effect of over 65% in size
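IDH1-R132H (0.5 ug/mL dispensed) in pH 7.5 Tris buffer was preincubated 30 min with compound, then given a substrate mix of 0.016 mM NADPH and 2 mM alpha-KG for 80 min at room temperature; remaining NADPH was read by diaphorase/resazurin fluorescence.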
USP1 inh: USP1/UAF1 (human) deubiquitinase inhibition; recombinant USP1/UAF1, Ub-Rhodamine cleavage fluorescence; O94782; Potency, µM (titrated, usually from 57.1 µM), inactives show top-dose activity change, negative = inhibition, hits mostly inhibitors; 390,000 tested, 0.23% active; also: potency is read from the fitted curve at half-maximal effect; % is scaled to controls: 0 for no effect and ±100 for the full control effect; nearly all actives have a fitted effect of over 60% in size; inactives centre near -12
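High-throughput fluorogenic screen: 1nM USP1/UAF1 complex, Ub-Rho substrate 150nM final, 50mM HEPES pH 7.8 with 0.5mM EDTA, 0.1 mg/ml BSA, 1mM TCEP and 0.01% Tween-20.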
RXFP1 ag: activates the human relaxin receptor RXFP1 | AID 2676 | 370,000 tested, 0.3% active | Potency, µM (doses to about 57.5 µM), inactives show top-dose activation, most hits filed as activators | HEK293T-RXFP1 cAMP TR-FRET, 30 min; response scale: percent of porcine relaxin response, buffer zero | Q9HBX9; also: potency is read from the fitted curve at half-maximal effect; % is scaled to controls: 0 for no effect and ±100 for the full control effect; nearly all actives have a fitted effect of over 60% in size; many of its hits are not listed in these tables
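HEK293 cells stably expressing RXFP1, treated 30 min at 37C with compounds plus PDE4 inhibitor Ro 20174; cAMP measured by HTRF TR-FRET. Normalized to buffer and 29 nM porcine relaxin; EC50 by Hill fit.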
LDHA block: inhibitors of human lactate dehydrogenase A | P00338 | purified LDHA, NADH/diaphorase-resazurin fluorescence; active compounds read low | activity change, % (values are at about 110 or 230 µM) | 480,000 tested, 0.15% active | AID 1347041; in the data active = activity change below about -30%; inconclusive = mostly about -25% to -30%;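 also: plate controls were DMSO wells for no effect and wells without enzyme for full effect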
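Remaining NADH was detected by diaphorase (0.133 mg/mL) converting 37 µM resazurin to fluorescent resorufin, read at 0 and 20 minutes. The preceding 5-minute room-temperature reaction used 2 nM LDHA, 0.2 mM sodium pyruvate and 0.06 mM NADH at pH 7.4.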
Glioma ERSR ind: induces the endoplasmic reticulum stress response in human glioma cells. U87-MG GRP78 promoter luciferase reporter, 16 h. Potency, µM, without a hit: at the highest dose activation, hits mostly activators. 420,000 tested, 0.02% active. AID 602332; also: potency is read from the fitted curve at half-maximal effect; series mostly up to about 76 µM; % of control where 0% means no effect; nearly all actives have a fitted effect of over 35% in size
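ERSR induction read as luciferase luminescence (Bright-Glo, 10 min at room temperature) in stably transfected human U87-MG glioma cells exposed to compounds for 16 h, using GRP78 as sensor.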
Vif-APOBEC3F blk: Vif-A3F binding inhibition | AID 602313 | HeLa A3F-eYFP + Vif (tagged APOBEC3F with the HIV-1 protein that degrades it), YFP fluorescence increase | Potency, µM (top dose mostly 46.1 µM), for the others: at the top dose activity, negative = active | 390,000 tested, 0.2% active; also: potency is read from the fitted curve at half-maximal effect; % of control where 0% means no effect; nearly all actives have a fitted effect of over 65% in size
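HeLa cells stably expressing A3F-eYFP plus Vif, plated and incubated overnight at 37 deg C, then exposed to compounds overnight at 37 deg C. Blocked degradation read as raised yellow fluorescence (Ex 488/Em 500-530).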
An asterisk follows results filed as active; ? = inconclusive; / = not tested or not shown; & = joins results of further samples; [ ] = remark or other dose. Unless noted, calls follow the shape of the dose curve; as a rule, active = well fitted curve in the direction sought with a large enough effect; inconclusive = small, poorly fitted or top-dose-only effect, or another doubt; inactive = no such curve, though single readings can be large; an effect the other way counts as inactive or inconclusive. This is a subset; count on the stated rates, not on these rows.

mol | Vif-APOBEC3F blk | USP1 inh | Glioma ERSR ind | RXFP1 ag | Vif-A3G inh | mIDH1 inhibitor | LDHA block | PI4K2A block | TrxR1 substrate
CCCCNC(=O)c1cc(-c2ccc(OC)cc2)nc2n[nH]c(-c3cccc([N+](=O)[O-])c3)c12 | -1% | 4% | 0% | 3.2% | 0% | -9% | -2 | -3 | 1%[57.1 µM]
O=C(N/C(=C\c1ccc([N+](=O)[O-])cc1)C(=O)N1CCCCC1)c1ccccc1Br | 0% | -16% | -2% | 2.9% | -1% | -8% | -11 | 1 | -11%
O=C(Nc1ccc2nc(SCC(=O)N3CCCc4ccccc43)sc2c1)c1ccc(F)cc1 | 3% | -16% | -1% | -0.4% | -10% | -16% | -16&-5 | -5 | 5%
Fc1cccc(Cc2c(-c3ccco3)nc3c4ccccc4ccn23)c1 | / | / | 0% | / | -31% | / | 0 | -7 | /
Cc1ccc2oc(C(=O)Nc3c(C(=O)Nc4ccccc4)oc4ccccc34)cc(=O)c2c1 | 2% | -13% | 7% | -1.7% | -1% | -12% | -1 | -2 | -1%
COc1cc(Br)c(-c2sc(Nc3ccccc3)n[n+]2-c2ccccc2)cc1OC | -4% | -33% | 3% | 4.3% | -1% | -15% | 1 | -7 | -2%[57.1 µM]
CC(NS(=O)(=O)c1cccc(C(=O)NCc2ccncc2)c1)c1ccccc1 (stereo not drawn) | 1% | -20% | -6% | -0.6% | 0% | 14% | -3 | 6 | -4%
COc1cccc(CNC(=O)CCNS(=O)(=O)c2ccc(Br)s2)c1 | -19% | -24% | -4% | 0.1% | 4% | 3% | -5 | 16 | 14%[57.1 µM]
Cc1nc(CS(=O)c2ccc(Cl)cc2)cc(N2CCOCC2)n1 (stereo not drawn) | 1% | 4% | -2% | -1.3% | 0% | -2% | -4 | 6 | 6%[57.1 µM]
O=C(CS(=O)(=O)c1ccc(Cl)cc1)Nc1nc2ccc(Br)cc2s1 | -9% | -3% | 13% | 1.7% | -6% | -1% | -2 | 3 | 2%[57.1 µM]
CCC(=O)Nc1nnc(S(=O)(=O)N(C)Cc2ccco2)s1 | 1% | -17% | -6% | -0.8% | 1% | -12% | -5 | -3 | -5%
CC1=C(C(=O)N2CCOCC2)CC(CC(=O)NC2CCCC2)C(=O)N1CCCN1CCCC1=O (stereo not drawn) | 1% | -15% | -6% | / | -2% | 8% | -2 | 7 | /

Continued, starting with the last 2 of the part before.
mol | Vif-APOBEC3F blk | USP1 inh | Glioma ERSR ind | RXFP1 ag | Vif-A3G inh | mIDH1 inhibitor | LDHA block | PI4K2A block | TrxR1 substrate
CCC(=O)Nc1nnc(S(=O)(=O)N(C)Cc2ccco2)s1 | 1% | -17% | -6% | -0.8% | 1% | -12% | -5 | -3 | -5%
CC1=C(C(=O)N2CCOCC2)CC(CC(=O)NC2CCCC2)C(=O)N1CCCN1CCCC1=O (stereo not drawn) | 1% | -15% | -6% | / | -2% | 8% | -2 | 7 | /
Cc1ccc(C)c(-n2c(-c3ccc4c(c3)OCO4)n[nH]c2=S)c1 | 4% | -5% | 0% | 5.4% | 0% | 2% | -4 | 0 | 14%
CCOC(=O)c1nnn(-c2nonc2-n2cccc2)c1CCl | 1% | 2% | ? | 2.4% | -19% | 3% | -3 | -1 | 13%
COC(=O)c1c(N)sc(C(=O)N2CCOCC2)c1C | 2% | 4% | -3% | 1.7% | 4% | 4% | -4 | -4 | -11%
CCOc1ccc(C2/C(=C(\O)c3c(C)[nH]c(C(=O)OC)c3C)C(=O)C(=O)N2CCN(C)C)cc1 (stereo not drawn) | 1% | 1% | -4% | 7.9% | 2% | 11% | 7 | -4 | 2%
COc1ccc(CNc2c(C(=O)O)cnc3c2cnn3C)cc1 | 7% | -15% | -2% | 2.2% | -1% | -1% | -9 | -9 | ?
CCOC(=O)N1CCN(C(=O)CSc2nnc(Cn3c(=O)sc4ccccc43)n2C)CC1 | -1% | -19% | 0% | -3.5% | 2% | -2% | 1 | 3 | 2%
O=C(COC(=O)CCN1C(=O)C2CC=CCC2C1=O)NCCc1ccc(F)cc1 (stereo not drawn) | 6% | -12% | -3% | -1.9% | 0% | -1% | -6 | 3 | 1%
COc1cc(C(=S)N2CCCC2)cc(OC)c1OC | -2% | -12% | -3% | -4.7% | 2% | 0% | -4 | 5 | -1%
COc1ccc2cc(/C=N/O)c(Cl)nc2c1 | 2% | -12% | -3% | -1.9% | 0% | -1% | -10 | 3 | 8%[57.1 µM]
N#Cc1nc(-c2ccc(Cl)cc2)oc1NCC1CCCO1 (stereo not drawn) | -2% | -8% | 3% | 8.7% | 0% | 8% | -5&-2 | 0 | 150%[activator]
O=C(NCCCN1CCOCC1)c1c(F)cccc1F | -5% | -1% | -2% | 1.4% | 5% | 0% | -2 | 1 | 4%
Cc1cc(C(=O)CSc2nc3ccccc3[nH]2)c(C)n1CC1CCCO1 (stereo not drawn) | -8% | -13% | -14% | -0.7% | -10% | 0% | -6 | 2 | -4%
CCOC(=O)CN(C(=O)CSc1nnc(-c2cccc(OC)c2)o1)c1ccc(F)cc1 | -4% | -13% | 3% | 0.8% | -13% | 7% | -2 | -2 | 8%
COCC(C)n1c(SCC(=O)N2CCOCC2)nc2ccccc2c1=O (stereo not drawn) | -3% | -15% | -5% | / | 0% | 6% | -5 | 6 | 3%
COc1ccc(CNC(=O)c2cnn(-c3ccc(OC)cc3)c2C2CCN(C(=O)OC(C)(C)C)CC2)cc1 | 7% | -12% | -2% | 3.4% | 5% | 12% | 8 | -3 | -3%
N#Cc1nc(COc2ccc(Cl)cc2)oc1N1CCCCCC1 | -7% | -13% | 0% | 0.8% | -7% | 6% | -2&-2 | 0 | -12%
CSc1sc(C#N)c2c1/C(=N\O)CCC2 | 6% | -24% | -1% | -0.1% | -7% | 9% | -5 | 1 | -15%
C=CCNC(=S)NNC(=O)c1csc(CC)c1 | 6% | -19% | 0% | 0.0% | -1% | 4% | -12 | -3 | -1%
O=C(C1=C[C@H](c2ccc(Br)cc2)C[C@H](OCCCCO)O1)N1CCN(Cc2ccccc2)CC1 | -5% | ? | -2% | 1.3% | -5% | 6% | 9 | 1 | 6%
CCCCC#Cc1ccc(C(=O)NNC(=O)Nc2cc(Cl)cc(Cl)c2)o1 | -9% | 1% | -1% | -1.9% | -5% | -1% | -21 | -3 | 0%
C=CCNC(=O)CN1c2cccc3cccc(c23)S1(=O)=O | 1% | -20% | -3% | 0.1% | 3% | 4% | 7 | -1 | 20%
OC(c1ccc(F)c(F)c1)c1ncc(-c2ccccc2F)[nH]1 (stereo not drawn) | / | / | 4% | / | 0% | / | -4 | 0 | /
COCCNC(=O)CCCn1c(=O)c2cc(OC)c(OC)cc2n(CC(=O)Nc2ccc(F)cc2)c1=O | 5%&-5% | -19%&-7% | -6%&-3% | 2.3%&0.5% | -2%&1% | -1%&-14% | -9&2 | -3&0 | 23%&24%
CN(CC1CCCN(CCc2ccc(F)cc2)C1)C(=O)CCC(F)(F)F (stereo not drawn) | -4% | 1% | -6% | -1.1% | 2% | 0% | -7 | 2 | 5%
CNC[C@@H]1Oc2c(NC(=O)Nc3ccc(F)cc3)cccc2C(=O)N([C@H](C)CO)C[C@@H]1C | -4% | -28% | 0% | / | 0% | -4% | 1 | 2 | 4%

Some values from above.
Reading of `CSc1sc(C#N)c2c1/C(=N\O)CCC2` in Vif-A3G inh: -7%
Reading of `COc1ccc(CNC(=O)c2cnn(-c3ccc(OC)cc3)c2C2CCN(C(=O)OC(C)(C)C)CC2)cc1` in Glioma ERSR ind: -2%
Reading of `OC(c1ccc(F)c(F)c1)c1ncc(-c2ccccc2F)[nH]1` (stereo not drawn) in PI4K2A block: 0
Reading of `N#Cc1nc(COc2ccc(Cl)cc2)oc1N1CCCCCC1` in mIDH1 inhibitor: 6%
Reading of `COCCNC(=O)CCCn1c(=O)c2cc(OC)c(OC)cc2n(CC(=O)Nc2ccc(F)cc2)c1=O` in PI4K2A block: -3&0
Reading of `CNC[C@@H]1Oc2c(NC(=O)Nc3ccc(F)cc3)cccc2C(=O)N([C@H](C)CO)C[C@@H]1C` in LDHA block: 1

Whole records, looked up by structure.
`C=CCNC(=O)CN1c2cccc3cccc(c23)S1(=O)=O` across the screens: Vif-APOBEC3F blk = 1%; USP1 inh = -20%; Glioma ERSR ind = -3%; RXFP1 ag = 0.1%; Vif-A3G inh = 3%; mIDH1 inhibitor = 4%; LDHA block = 7; PI4K2A block = -1; TrxR1 substrate = 20%
`C=CCNC(=S)NNC(=O)c1csc(CC)c1` across the screens: Vif-APOBEC3F blk = 6%; USP1 inh = -19%; Glioma ERSR ind = 0%; RXFP1 ag = 0.0%; Vif-A3G inh = -1%; mIDH1 inhibitor = 4%; LDHA block = -12; PI4K2A block = -3; TrxR1 substrate = -1%
